Screens deposited in PubChem by Broad Institute.
GSIS activator – GLuc luminescence reporter in INS-1E cells, primary screen for activators of glucose-dependent secretion of insulin. INS-1E GLuc reporter insulin secretion, 2-3 h. hit rate 0.61% among 370,000. activation, % at 16.6 µM;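 active = lowest replicate activation of at least 40%, so every replicate reaches that level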;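 note: 0% = median of neutral control wells and 100% = median of IBMX positive control wells; some compounds called inactive have numbers as strong as hits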
CFTR F508del cor – correctors of CFTR F508del function in bronchial epithelial cells; activity (quench increase), % at 7.58 µM; hit rate 0.36% among 350,000; CFBE cells, YFP halide quenching; stimulated with forskolin plus potentiator P3; % fluorescence drop versus neutral controls;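 active = mean added fluorescence quench of at least 8% versus neutral control, with both replicates also reaching 8%; inconclusive = only one of the mean or replicate conditions met; inactive = mean below 8% and not both replicates reaching 8%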;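 note: cells transiently co-express mutant CFTR-F508del with the halide-sensitive YFP; corrector assay measuring rescue of mutant channel to the surface after 24 h compound exposure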
EWS-Fli inh – inhibitors of EWS/Fli oncoprotein transcriptional activity | A673 NR0B1-luciferase reporter, viability-normalised | inhibition, % at 12.6 µM | hit rate 0.67% among 350,000;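 active = mean inhibition of at least 50% after viability correction, with every replicate also passing that limit; inconclusive = mean reaches 50% but only one of two replicates passes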;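 note: firefly luciferase signal divided by Alamar Blue viability fluorescence both relative to DMSO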
ERp5 inh – inhibitors of human ERp5; Q15084; inhibition, % at 9.99 µM; hit rate 0.05% among 350,000; ERp5 insulin aggregation, absorbance 650 nm, 90 min;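 active = mean replicate inhibition above about 25%, with every replicate also reaching it, limit read from the data, passing the limit was not always enough; inconclusive = only one of those two criteria met; inactive = neither criterion met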
Target sequence (Q15084 whole entry, looked up): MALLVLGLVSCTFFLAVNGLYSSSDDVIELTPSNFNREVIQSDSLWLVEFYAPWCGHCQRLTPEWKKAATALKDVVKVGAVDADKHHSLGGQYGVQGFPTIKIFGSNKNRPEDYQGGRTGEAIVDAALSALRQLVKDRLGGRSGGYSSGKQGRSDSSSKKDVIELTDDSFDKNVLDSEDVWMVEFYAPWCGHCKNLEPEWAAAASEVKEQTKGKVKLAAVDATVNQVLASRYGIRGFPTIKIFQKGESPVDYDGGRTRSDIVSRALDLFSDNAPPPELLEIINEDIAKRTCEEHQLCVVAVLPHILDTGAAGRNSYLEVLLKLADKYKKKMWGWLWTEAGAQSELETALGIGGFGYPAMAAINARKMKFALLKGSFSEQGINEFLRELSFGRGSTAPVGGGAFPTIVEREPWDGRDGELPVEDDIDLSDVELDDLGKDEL
DENV2 CPE – protects cells from dengue virus 2 cytopathic effect | DENV2-infected cells, cytopathic effect rescue, plate reader | CPE inhibition, % at 9.99 µM | hit rate 1.7% among 350,000; in the data active = CPE inhibition above about 20%, passing the limit was not always enough; inconclusive = no clear call, values can overlap the other calls; tested in BHK-21 cells;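 note: 0% = median of neutral control wells and 100% = median of positive control wells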
PAX8 inh HTS – inhibitors of PAX8 transcriptional activity in RMG-I cells; RMG-I TPO-luciferase reporter, SteadyGlo, 24 h; inhibition, % at 12.6 µM; hit rate 1.2% among 360,000; AID 652154;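 active = mean replicate inhibition at least 60% with every replicate also reaching 60%; inconclusive = only one of the two criteria is met; inactive = mean below 60% and not all replicates reaching 60%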;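 note: luciferase light reporting Pax8 driven TPO promoter activity; plate controls were median of neutral control wells for no effect and mitoxantrone controls for full effect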
Xi reactivation – reactivates the inactive X chromosome in mouse fibroblasts. hit rate 0.055% among 360,000. XiGFP mouse fibroblasts, % GFP-positive cells imaging, 3 d; cells co-treated with 5-aza-dC sensitizer; scaled so ellipticine positive control = 100%. AID 743238. activation, % at 7.58 µM;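 active = mean normalized replicate activation at least 10% and every replicate at or above 10%; inconclusive = only one of the two criteria met; inactive = mean below 10% and not all replicates reach 10%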;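 note: 0% = median of on-plate neutral control wells and 100% = ellipticine 6 µM median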
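Assay system – SV40-immortalized XiGFP fibroblast cells, line 68-5-11 · Buffer or medium – DMEM supplemented with 5-aza-dC as sensitizing agent · Dosing – one concentration, pinned · Benchmarks – positive control ellipticine, 6 µM final · Times – 3 days compound exposure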
ARNT-TACC3 inh – ARNT/TACC3 interaction disruption; Q9Y6A5; AlphaScreen His-ARNT PAS-B/GST-TACC3 binding, luminescence; TACC3 fragment carries E629A point mutation; inhibition, % at 9.99 µM; hit rate 0.66% among 390,000; AID 623870;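 active = mean inhibition of replicates at least 50% and at least half of replicates each reaching 50%; inconclusive = half or more replicates reach 50% but mean below 50%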;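 note: 0% = complete ARNT plus TACC3 wells and 100% = ARNT alone without TACC3; many hits fall short of the cut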
The depositor's hits bear a star; ? = inconclusive; · = not tested or not shown.

SMILES | GSIS activator | CFTR F508del cor | EWS-Fli inh | ERp5 inh | DENV2 CPE | PAX8 inh HTS | Xi reactivation | ARNT-TACC3 inh
Nc1nc(CSc2ccc(Cl)cc2)nc(N2CCCCC2)n1 | -25 | 0.8 | -4 | 6 | -3 | -18 | 0.0 | 9
COc1ccc(C(C)(O)c2nc(-c3ccc(OC)c(OC)c3)cs2)cc1 (stereo not drawn) | 66 | -0.4 | -9 | -2 | -10 | -22 | -0.1 | ·
COc1ccccc1NC(=O)Nc1ccccc1Br | -6 | · | 3 | -3 | 4 | 1 | 0.3 | ·
C[C@H](CO)N1C[C@H](C)[C@H](CN(C)S(=O)(=O)c2ccc(F)cc2)OCCCC[C@H](C)Oc2ccc(NC(=O)NC3CCCCC3)cc2C1=O | -13 | 0.3 | 14 | 0 | -15 | 11 | -0.1 | 18
Cc1ccc(OCCCCN2CCCCC2)c(C)c1 | · | -1.3 | 5 | -8 | 8 | 9 | 0.0 | 2
C/C(=N\NC(=O)C1CC1)c1ccc(OC(F)F)cc1OC(F)F | -4 | -0.3 | -8 | 5 | 1 | -25 | 0.5 | ·
COc1ccc(C2C(C(=O)Nc3ccc(OC)c(OC)c3)c3ccccc3C(=O)N2C)cc1 (stereo not drawn) | -2 | -1.2 | 1 | 3 | -6 | -6 | -0.1 | -3
Cc1ccccc1OCCCCN1CCCCC1 | · | 1.9 | 22 | 2 | 34* | -5 | 0.1 | -1
CCCNC(=O)C[C@H]1C[C@@H]2c3cc(NC(=O)C4CCC4)ccc3O[C@@H]2[C@H](CO)O1 | 5 | -1.1 | -8 | -2 | 0 | -10 | -0.1 | -2
O=C(c1ccccc1)N1CCN(Cc2ccccc2C(F)(F)F)CC1 | -3 | 1.7 | -10 | 6 | -3 | 23 | 0.0 | -4
CC(=O)c1cccc(NC(=O)c2ccccc2N(Cc2ccccc2)S(C)(=O)=O)c1 | 4 | -0.2 | 5 | 1 | 5 | -9 | 0.0 | -1
CCn1c(C(=O)NCCCc2ccccc2)cc2sccc21 | -17 | · | · | · | · | -11 | 0.2 | -5
Cc1ccc(S(=O)(=O)N(C)C)cc1NC(=O)COC(=O)C1CCCC1 | -2 | -0.6 | -3 | -3 | 34* | -4 | 0.1 | -5
COc1ccccc1CCC(=O)OCC(=O)Nc1ccc(S(N)(=O)=O)cc1 | 9 | 0.7 | -3 | 1 | -5 | -7 | -0.1 | -3
NC(Cc1ccccc1)c1csc(Nc2ccc(C(=O)c3ccccc3)cc2)n1 (stereo not drawn) | · | 1.4 | 11 | 4 | 0 | 12 | 1.0 | ·
C[C@H]1CCCCO[C@H](CN(C)C(=O)Nc2ccc(F)cc2)[C@@H](C)CN([C@@H](C)CO)C(=O)c2cc(N(C)C)ccc2O1 | 6 | 0.2 | -2 | · | · | 8 | 0.1 | ·
CCC(C)NC(=O)c1cc(CC(C)C)on1 (stereo not drawn) | 5 | 0.7 | -61 | -2 | 1 | -122 | -0.1 | -3
CC(=O)Nc1ccc(NC(=O)c2cc(-c3ccc(C)c(C)c3O)n[nH]2)cc1 | 11 | 0.1 | -44 | 2 | 0 | -9 | 0.0 | 7
O=C(NCCS(=O)(=O)N1CCN(c2ccccc2)CC1)C1CC1 | -15 | -2.7 | 5 | 2 | 104* | 4 | 0.0 | 0
CC(C)NC(=O)N(C)C[C@H]1Oc2ncc(C#CC3(O)CCCC3)cc2C(=O)N([C@@H](C)CO)C[C@H]1C | 16 | -0.8 | 1 | 4 | 10 | · | -0.1 | -1
CCC(CC)NC(=O)COC(=O)CCC(=O)c1ccc(Cl)cc1 | 12 | 1.0 | 3 | -10 | 0 | 2 | 0.0 | ·
CCCC(=O)NC(C)c1nc2ccccc2[nH]1 (stereo not drawn) | 16 | 1.8 | -5 | 6 | -4 | -5 | 0.2 | -5
COc1ccc(NC(=O)COC(=O)Cc2ccccc2[N+](=O)[O-])cc1OC | -31 | 0.1 | 15 | 10 | -1 | 1 | 0.0 | 8
CN1CCCN(c2cc(-c3ccc4ccccc4c3)nc3ccnn23)CC1 | 0 | 0.9 | -3 | -3 | 4 | -6 | 0.1 | ·
O=S(=O)(/C=C/c1cccc(Br)c1)N1CCOCC1 | 10 | -2.2 | · | -7 | -1 | -3 | 0.0 | -2

Look-ups from the entries so far.
`COc1ccc(C2C(C(=O)Nc3ccc(OC)c(OC)c3)c3ccccc3C(=O)N2C)cc1` (stereo not drawn) | DENV2 CPE = -6
`C[C@H](CO)N1C[C@H](C)[C@H](CN(C)S(=O)(=O)c2ccc(F)cc2)OCCCC[C@H](C)Oc2ccc(NC(=O)NC3CCCCC3)cc2C1=O` | GSIS activator = -13

Carrying on.
SMILES | GSIS activator | CFTR F508del cor | EWS-Fli inh | ERp5 inh | DENV2 CPE | PAX8 inh HTS | Xi reactivation | ARNT-TACC3 inh
COc1ccc(CCNc2nncc(=O)[nH]2)cc1OC | 5 | 0.4 | -2 | 5 | 3 | · | · | 6
CC=Cc1ccc2n(c1=O)C[C@@H]1[C@@H](CO)[C@H](C(=O)Nc3ccccc3)N(CC)[C@H]21 (mixture of isomers) | 14 | 2.9 | 0 | 3 | -4 | · | 0.4 | ·
O=c1[nH]c(=O)c2cc([N+](=O)[O-])cc([N+](=O)[O-])c2[nH]1 | -29 | -0.2 | 2 | -6 | -3 | 15 | 0.2 | -23
Cc1oc(-c2ccccc2F)nc1CS(=O)(=O)CC(=O)NC1CCCC1 | · | -1.9 | 3 | 0 | 0 | 10 | -0.1 | -3
O=C(CN1C(=O)NC2(CCCCCCC2)C1=O)NCc1ccc(F)cc1 | -9 | 0.1 | 2 | -5 | -5 | 14 | 0.2 | -8
Cc1ccc(C)c(S(=O)(=O)N2CCCC2CNC(=O)C(=O)NCC2CCCO2)c1 (stereo not drawn) | -2 | 0.2 | -1 | -1 | 2 | -2 | 0.3 | -3
C[C@@H]1CN([C@@H](C)CO)C(=O)c2ccccc2-c2ccccc2CO[C@@H]1CN(C)S(=O)(=O)c1cccs1 | 9 | 1.4 | 11 | -2 | 16 | -14 | 0.1 | ·
CC(C)(CO)CNC(=O)c1ccc(OC2CCN(C(=O)C3CC3)CC2)cc1 | 2 | 1.3 | 8 | 2 | 0 | 9 | 0.1 | 8
C[C@@H]1CCCCO[C@H](CN(C)Cc2ccccc2)[C@H](C)CN([C@H](C)CO)C(=O)c2cc(NS(=O)(=O)c3cccs3)ccc2O1 | -13 | 3.0 | 0 | 0 | -3 | -23 | -0.1 | ·
O=C(O)c1cccc(NC(=O)c2ccccc2NC(=O)c2cccs2)c1 | · | 3.6 | 3 | 1 | -3 | 6 | 0.0 | ·
N#CCc1nc(CSc2nc3ccccc3o2)cs1 | 15 | -0.5 | -66 | 0 | 8 | · | · | -8
O=C(CN(c1cccc([N+](=O)[O-])c1)S(=O)(=O)c1ccccc1)N1CCCCC1 | 21 | 2.2 | 0 | -5 | 8 | -15 | 0.4 | -4
CC(Sc1nnc(-c2ccncc2)n1-c1ccc(F)cc1)C(=O)NC1CC1 (stereo not drawn) | 5 | 1.9 | 0 | -3 | -1 | 3 | -0.4 | -7
Cn1c(Cc2cccs2)nnc1SCC(=O)Nc1ccc(C(N)=O)cc1 | 5 | 0.1 | 3 | -1 | -4 | -3 | 0.4 | ·
N#C[C@@H]1[C@H](c2ccc(C3=CCCCC3)cc2)[C@@H](CO)N1S(=O)(=O)c1cccc(F)c1 | 3 | 0.6 | -6 | -3 | -6 | -2 | -0.1 | 26
Cc1ccc(-c2c(C(=O)O)c(C(=O)O)c3n2CCC3)cc1 | 9 | -0.5 | -9 | 2 | · | -4 | 0.2 | ·
COc1ccc(C#Cc2ccc3c(c2)O[C@H](CN(C)S(=O)(=O)c2ccccc2F)[C@@H](C)CN([C@@H](C)CO)S3(=O)=O)cc1 | -18 | -0.9 | 6 | 7 | 7 | 16 | -1.0 | 6
O=C(CSc1nnc2ccccn12)Nc1ccc2c(c1)OCO2 | 9 | -1.0 | -9 | -1 | 8 | -10 | 0.0 | -2
COc1ccccc1C1CCN(C(=O)c2ccccc2)CC1 | -7 | -0.9 | 3 | -1 | -1 | 10 | 0.2 | 10
CC12CCC(=O)N1C(C(=O)Nc1cc(Cl)ccc1N1CCCC1)CS2 (stereo not drawn) | -2 | 5.9 | 6 | -3 | 1 | -2 | 0.1 | 6
CCCCNC(=O)C1c2ccccc2OCC(=O)N1Cc1ccccn1 (stereo not drawn) | 4 | -0.1 | -4 | 1 | 12 | -2 | 0.0 | ·
COc1ccc(C2C(C(C)=O)=C(C)Nc3ncnn32)c(OC)c1OC (stereo not drawn) | 6 | 0.3 | 7 | 0 | -5 | 13 | 0.1 | -7
Cc1ccc(S[C@]2(C(=O)NCc3ccccc3)CC(=O)N(C3CCCCC3)[C@@H]2c2ccc(CO)cc2I)cc1 | · | -1.2 | -2 | -3 | -2 | 1 | · | 7
NC(=O)c1nsc(C(=O)N(c2cccc(F)c2)C(C(=O)NC2CCCC2)c2ccco2)c1N (stereo not drawn) | -4 | -3.3 | 3 | 6 | 10 | 17 | 0.0 | 3
C=CC[C@H](CC(=O)NCCO)C(=O)NCCOC(=O)[C@@H](CC=C)CC(=O)OC(C)(C)C | 1 | 0.3 | -21 | · | · | -6 | 0.0 | -3

(more compounds)
SMILES | GSIS activator | CFTR F508del cor | EWS-Fli inh | ERp5 inh | DENV2 CPE | PAX8 inh HTS | Xi reactivation | ARNT-TACC3 inh
Cc1ccc(CNC(C)c2ccccc2)cc1 (stereo not drawn) | 43 | · | · | · | · | 9 | -0.1 | 1
COc1ccc(OC)c(NC(=O)Nc2c(O)ccc3ccccc23)c1 | · | 1.4 | -16 | 7 | 3 | 46 | 0.0 | 2
O=C1NC(c2ccccc2)Cc2ccncc21 (stereo not drawn) | 26 | 5.1 | 25 | -10 | -5 | 12 | 0.2 | 0
Cc1ccc(S(=O)(=O)N(C)C[C@H]2OCCCC[C@@H](C)Oc3ccc(NC(=O)Nc4ccc(F)cc4)cc3C(=O)N([C@H](C)CO)C[C@@H]2C)cc1 | 9 | 1.7 | -2 | 1 | -1 | 9 | 0.0 | 11
CCCC#Cc1cnc2c(c1)C(=O)N([C@@H](C)CO)C[C@@H](C)[C@H](CN(C)C(=O)c1ccc3c(c1)OCO3)O2 | -1 | 2.2 | 4 | 1 | 83* | · | -0.9 | -1
Cc1ccc2nc(SCC(=O)N3CCC(C)CC3)nc(=O)n2c1 | 8 | 3.1 | -4 | 0 | 1 | 0 | 0.1 | 2
O=C([C@@H]1N[C@@H]2c3ccc(-c4ccc(F)cc4)c(=O)n3C[C@@H]2[C@H]1CO)N1CCc2ccccc2C1 | -2 | 0.2 | 13 | 5 | 11 | 14 | 0.2 | -25
CCCCc1cc(=O)oc2c3c(cc(OCC(=O)N4CCC[C@H]4C(=O)O)c12)OC(C)(C)CC3 | · | 2.0 | -14 | 8 | ? | · | · | ·
Cc1cc2c(cc1C)-n1nnnc1C(N(C)Cc1ccccc1)C(=O)N2 (stereo not drawn) | -16 | 0.0 | -10 | 1 | 2 | -13 | 0.0 | ·
COc1ccccc1N1CCN(C(=O)CN(C)S(=O)(=O)c2cc(C)ccc2OC)CC1 | 8 | -1.2 | 6 | 1 | 2 | -16 | 0.0 | -4
CCS(=O)(=O)N1CCC2(CC1)CN(C(=O)c1cccc(F)c1)[C@@H](CO)c1c2c2ccc(OC)cc2n1C | -15 | -2.4 | -5 | 1 | 4 | 7 | 0.0 | ·
Cc1ccc(C)c(NC(=S)NCCc2c[nH]c3ccccc23)c1 | -25 | 0.2 | 28 | 1 | -12 | 20 | -0.1 | 4
